FadD28 FP inh – inhibitors of Mycobacterium tuberculosis FadD28 bisubstrate binding; AID 588549; FadD28 bisubstrate probe binding, fluorescence polarization; 360,000 tested, 0.22% active; inhibition, % at 12.5 µM; in the data active means inhibition above about 8.5%, passing the limit was not always enough; inconclusive means no clear call, values can overlap the other calls
BoNT F protease – BoNT F light chain protease inhibition | AID 588497 | inhibition, % at 10 µM | Multiplex microsphere protease cleavage assay, flow cytometry | 360,000 tested, 0.22% active; in the data active means inhibition above about 35%, passing the limit was not always enough; inconclusive means no clear call, values can overlap the other calls; further: plate controls were buffer without enzyme for full effect and enzyme alone for no effect
FBA Mtb inh – inhibitors of M. tuberculosis fructose-bisphosphate aldolase; P9WQA3; inhibition, % at 1 µM; purified M. tuberculosis FBA, fluorescence read-out; 360,000 tested, 2.3% active; in the data active means inhibition above about 27%;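 further: 0% = vehicle and 100% = reference inhibitor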
Target sequence (P9WQA3 whole entry, looked up): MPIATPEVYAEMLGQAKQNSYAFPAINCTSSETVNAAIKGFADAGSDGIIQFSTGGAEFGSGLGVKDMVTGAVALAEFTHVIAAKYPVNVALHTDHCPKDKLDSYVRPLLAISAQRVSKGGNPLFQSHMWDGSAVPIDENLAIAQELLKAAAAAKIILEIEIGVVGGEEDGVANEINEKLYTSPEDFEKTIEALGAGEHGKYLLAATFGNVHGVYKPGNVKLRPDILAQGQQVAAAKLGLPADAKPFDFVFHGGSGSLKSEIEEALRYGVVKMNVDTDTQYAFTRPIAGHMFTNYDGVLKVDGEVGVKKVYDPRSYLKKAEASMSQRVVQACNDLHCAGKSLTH
BioA inh – inhibitors of Mycobacterium tuberculosis BioA enzyme. purified M. tuberculosis BioA enzyme, plate reader. inhibition, % at 9.99 µM. 360,000 tested, 0.096% active. AID 602481; in the data active means inhibition above about 40%; inconclusive means no clear call, values can overlap the other calls
Mtb UGM inh – inhibitors of M. tuberculosis UDP-galactopyranose mutase | P9WIQ1 | purified UGM, fluorescence polarization probe displacement | inhibition, % at 10 µM | 320,000 tested, 0.06% active | AID 504406; in the data active means inhibition above about 10%, passing the limit was not always enough; inconclusive means no clear call, values can overlap the other calls
Target sequence (P9WIQ1 whole entry, looked up): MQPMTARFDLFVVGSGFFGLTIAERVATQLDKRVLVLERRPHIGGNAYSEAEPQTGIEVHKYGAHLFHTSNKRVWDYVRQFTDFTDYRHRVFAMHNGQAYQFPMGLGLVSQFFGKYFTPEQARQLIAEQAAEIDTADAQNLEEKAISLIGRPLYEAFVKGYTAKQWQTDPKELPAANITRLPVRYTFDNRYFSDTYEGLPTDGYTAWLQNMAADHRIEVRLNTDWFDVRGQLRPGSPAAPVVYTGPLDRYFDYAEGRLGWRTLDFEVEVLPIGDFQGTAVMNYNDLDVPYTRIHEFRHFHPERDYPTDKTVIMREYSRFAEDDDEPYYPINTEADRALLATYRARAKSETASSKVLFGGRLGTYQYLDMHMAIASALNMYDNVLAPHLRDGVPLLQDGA
GDH-TPI counter – counter-screen for M. tuberculosis FBA inhibitors: GDH-TPI coupled enzymes; GDH-TPI coupled enzyme counterscreen, NADH absorbance; inhibition, % at 4.8 µM; 360,000 tested, 1.2% active; AID 588335;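 further: 0% = DMSO wells and 100% = wells lacking the enzyme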
CCHFV vOTU inh – blocks the CCHF virus ovarian tumor domain protease | CCHFV vOTU protease, Pep-AMC fluorescence | inhibition, % at 11.5 µM | 370,000 tested, 0.55% active | AID 651958; further: 0% = vehicle wells with enzyme and 100% = no enzyme wells
PrPC TRFRET – inhibitors of human cell surface prion protein PrPC. TR-FRET read-out. 370,000 tested, 0.43% active. inhibition, % at 13.8 µM. AID 720596. P04156; in the data active means inhibition above about 24%; further: 0% = median of the test wells and 100% = reference compound wells
BoNT A protease – BoNT A light chain protease inhibition; multiplex microsphere protease substrate cleavage, flow cytometry; inhibition, % at 10 µM; 360,000 tested, 0.17% active; AID 588499; in the data active means inhibition above about 30%; inconclusive means no clear call, values can overlap the other calls; further: plate controls were buffer without enzyme for full effect and enzyme alone for no effect
An asterisk follows results filed as active; ? = inconclusive; . = not tested or not shown; + = active, no number; & = joins results of further samples. Unless noted, no stated cut-off is given here; in the data, active means inhibition above about 30%; inactive means the rest. Hits appear at their usual frequency, and some 4.8% of all compounds hit somewhere here.

The opening 2 records as a preview:
SMILES	FadD28 FP inh	BoNT F protease	FBA Mtb inh	BioA inh	Mtb UGM inh	GDH-TPI counter	CCHFV vOTU inh	PrPC TRFRET	BoNT A protease
CC(C)CN1CCN(CC#Cc2ccccc2)CC1CCO (stereo not drawn)	-1.7	-3	5	.	-1.0	-1	7	-8	0.1
COc1ccc(C(=O)c2c[nH]c(C(=O)NCc3ccco3)c2)cc1	-1.4	-7	0	0.5	3.0	8	6	3	-0.8

This part in full (from the top)
SMILES	FadD28 FP inh	BoNT F protease	FBA Mtb inh	BioA inh	Mtb UGM inh	GDH-TPI counter	CCHFV vOTU inh	PrPC TRFRET	BoNT A protease
CC(C)CN1CCN(CC#Cc2ccccc2)CC1CCO (stereo not drawn)	-1.7	-3	5	.	-1.0	-1	7	-8	0.1
COc1ccc(C(=O)c2c[nH]c(C(=O)NCc3ccco3)c2)cc1	-1.4	-7	0	0.5	3.0	8	6	3	-0.8
COc1ccc(Nc2nc(S(=O)(=O)c3ccc(C)cc3)c(Cl)s2)cc1	-1.9	-7	0	-0.3	-0.7	0	10	5	-0.6
O=C(NCCN1CCOCC1)c1cc(-c2ccc(Cl)cc2)on1	-0.3	-5	2	-0.4	1.0	1	.	.	?
Nc1nc(-c2ccco2)nn1S(=O)(=O)c1ccc(Cl)cc1	-1.1	-2	1	.	1.8	-4	-3	5	-0.7
CC1Nc2ncnc(N3CCc4ccccc4C3)c2N(Cc2ccc(Br)cc2)C1=O (stereo not drawn)	-3.4&-5.2	-1&-10	0&-1	-1.9&0.0	-3.9	4	5	-1	1.9&-0.2
COc1ccccc1NS(=O)(=O)c1cc(C(=O)N2CCN(C/C=C/c3ccccc3)CC2)ccc1C	-2.2	1	0	0.2	0.3	7	-8	4	-0.8
OCCOCCn1c(C(CO)Nc2nc(-c3cccc(Br)c3)cs2)nc2ccccc21 (stereo not drawn)	-3.2	2	-3	-5.0	4.1	2	-11	0	-0.5
Nc1ccc(S(=O)(=O)Nc2nccc(/C=C/c3ccc(Br)s3)n2)cc1	-0.5	15	1	.	-1.0	21	4	8	6.2
Cc1ccc(C)c(OCC(=O)Nc2c[nH]c(=O)[nH]c2=O)c1	-4.3	-7	2	.	2.9	-9	-8	-4	-0.3
COc1ccccc1/C=C/C(=O)OCCCN(C)C	0.2	3	12	.	-0.6	7	-5	1	-0.2
CC(C)(C)c1[nH]c2ccccc2c1/C=N/O	0.6	2	-1	.	-0.8	4	-7	1	1.0
COc1ccc(NC(=O)Nc2ccc(N3CCCC3=O)cc2)cc1OC	-1.0	5	1	-0.7	3.7	6	-3	6	0.9
CCC/C(O)=C1\C(=O)CCCC1=NCCCCCC(=O)O	-0.5	0	2	.	-0.7	16	-11	5	-1.1
COC(=O)c1cn(NC(=O)c2cc(OC)c(OC)c(OC)c2)c(=O)c2ccccc12	-0.5	-7	-3	-2.5	3.2	12	-3	4	-1.0
CCOC(=O)C1=CCN(S(C)(=O)=O)C1c1ccc(C)cc1 (stereo not drawn)	-2.8	1	-3	-2.6	.	.	-5	2	-0.7
COc1ccc(CNC(=O)c2cc(=O)c3c(C)cc(C)cc3o2)cc1	-4.9	1	0	-3.7	1.8	8	0	-3	-0.7
Cc1sc(NC(=S)NC(=O)c2ccco2)c(C(N)=O)c1C	-0.7	6	3	.	0.3	7	0	3	2.9
CCC(CC)COC(=O)C1=C(C)NC(=O)NC1c1cc(OC)ccc1OC (stereo not drawn)	0.4	-18	-1	-2.1	1.7	8	4	1	0.1
CCOC(=O)C1=CCN(S(=O)(=O)c2ccccc2Cl)C1c1cccc(Cl)c1 (stereo not drawn)	-2.3	-8	-1	0.4	.	.	7	6	-1.0
CCOc1ccc(NC(=O)CSc2nnnn2C2CCCC2)cc1	-3.7	-10	-3	3.2	1.0	-12	13	3	2.2
O=C(Nc1ccc(-c2cn3ccsc3n2)cc1)C1CC1	0.6	-12	0	-3.0	-0.1	4	2	5	0.0
CC(=O)Nc1nc2cc(N)ccc2s1	-3.0	-2	-1	-1.1	-1.2	-10	-1	-2	0.3
CC1CCCCC1NC(=O)CN1c2cccc3cccc(c23)S1(=O)=O (stereo not drawn)	-1.7	-4	10	.	1.2	6	-11	-3	-5.3
C/C(=N\Nc1nncc2ccccc12)c1ccc(O)cc1	-0.8	-1	-1	0.0	3.5	16	-4	-3	-0.9
O=C(O)CCC(=O)OCCCc1cc2ccccc2c(=O)o1	-1.1	-3	7	-1.4	0.5	10	-5	0	-0.8
CN(CC(=O)Nc1ccccc1Br)C(=O)c1ccccc1OCc1ccccc1Cl	-4.9	-4	1	-0.4	.	4	-1	8	6.4
CCN(Cc1ccccc1)c1c(C(=O)O)cnc2c1cnn2C	0.2	-1	5	.	1.5	13	6	1	0.6
COc1ccc2[nH]c(C)c(CCN3C(=O)C4CC=CCC4C3=O)c2c1 (stereo not drawn)	-2.2	1	5	-1.8	3.1	4	-5	8	0.3
Cc1nnsc1NC(=O)OCc1ccc(Cl)cc1Cl	-3.0	-1	-1	.	0.7	4	11	18	0.5
CCc1noc(C)c1C(=O)Nc1cc(S(=O)(=O)N(CC)CC)ccc1N1CCCC1	0.4	-8	-1	-0.6	-0.7	3	0	-6	-0.6
O=C(NCCc1nccs1)C1CCC(=O)N(CCc2ccc(Cl)cc2)C1 (stereo not drawn)	.	3	0	-2.5	0.9	9	-6	0	-0.1
Cn1c(=O)n(-c2cccc(Cl)c2)c(=O)n1C	-2.0	-2	1	.	0.8	17	17	-6	-0.8
CCn1c(SCC(=O)Nc2cccc(F)c2)nc2c(c1=O)SC(C)C2 (stereo not drawn)	0.6	-10	6	18	-0.2	18	1	-3	-0.2
Cn1c(N)c(Sc2ccc([N+](=O)[O-])cc2)c(=O)n(C)c1=O	0.1	5	0	-3.9	-0.7	18	16	-18	-1.8
CCC(=O)Nc1ccc(Cl)c(NC(=O)c2ccc(Br)o2)c1	-4.8	-2	0	1.3	-1.7	-7	-7	4	-0.5
Cc1ccc(-n2ncc(-c3nnc(SCC(=O)NC4CCCC4)o3)c2N)cc1C	-2.3	8	2	-1.0	4.3	-4	5	12	0.8
O=C(NC(=S)Nc1ccc(Br)c(Cl)c1)C1CC1	.	-9	0	0.1	-0.3	2	1	3	-2.1
CC(OC(=O)/C=C/c1ccco1)C(=O)NC1CCCCC1 (stereo not drawn)	-0.5	8	-2	-0.9	.	17	9	0	-0.3
CN(C)CCNS(=O)(=O)c1ccc(N2CCc3ccccc32)c([N+](=O)[O-])c1	2.2	0	-5	1.1	0.1	12	16	-27	-1.0
CCCOc1ccc(C(=O)NNC(=S)NC(=O)c2cc(-c3ccccc3)nc3ccccc23)cc1	-2.1	-14	2	-1.0	-3.1	14	4	0	0.4
CCOc1ccc2oc(-c3ccccc3)c(C(=O)O)c2c1	-2.0	-3	+	-0.4	1.7	6	-25	4	0.0
COc1cccc(CC2(CO)CCCN(C/C=C/c3ccccc3OC)C2)c1 (stereo not drawn)	-2.9	-6	4	-1.0	-1.0	1	12	0	-0.1
COc1ccc(CCC2(C)NC(=O)NC2=O)cc1 (stereo not drawn)	-1.0	0	3	-0.2	2.9	5	-20	4	-0.3
O=C(CNC(=O)c1ccc(Cl)cc1Cl)Nc1ccc(F)cc1	-1.4	0	0	.	1.9	6	-5	1	-0.2
O=C(O)c1cc(N/N=C/c2c(O)ccc3ccccc23)ccc1Cl	20*	8	2	1.6	0.7	7	16	-6	-2.3
Oc1[nH]c2ccccc2c1N=Nc1ccccn1	-3.8	6	-1	.	.	0	-4	3	0.1
CN(C(=O)c1cccc(NC(=O)Cc2ccc(NC(=O)C3CCCN(C(=O)C4CCCCC4)C3)cc2)c1)C1CCC1 (stereo not drawn)	-1.4	-4	-2	-0.3	.	-5	-11	9	-0.4
O=C(Nc1c(-c2ccccc2)[nH][nH]c1=O)c1ccc(Br)cc1	-0.8	7	2	-0.3	.	.	8	1	0.1
COc1ccc(CNC(=O)/C(C#N)=C2\N=C(NC(=O)c3cccs3)c3ccccc32)cc1	-1.8	0	1	.	0.1	16	-3	-7	18
COC(=O)c1cc(CNC(=O)c2sccc2-c2ccccc2)ccc1OC	-1.6	-4	0	11	-1.0	-8	15	2	1.9
COc1ccccc1N(C)S(=O)(=O)c1ccc(C(=O)Nc2cccc(S(=O)(=O)N3CCOCC3)c2)cc1	-4.6	1	-1	-3.6	.	-11	35*	5	-0.6
COC(=O)c1sc2ccccc2c1-n1cccc1C(=O)C(=O)Nc1ccc(C)cc1	-5.2	-10	1	-1.3	1.0	15	12	1	-0.2
Cc1ccc(NC(=O)C(c2ccccc2)N2CCN(CC(=O)N3CCOCC3)CC2)cc1 (stereo not drawn)	-2.3	2	-2	-0.1	0.6	-5	34*	-7	0.4
O=C(CSc1nc2nn(-c3ccccc3)c(=O)c-2c2n1CCCCC2)Nc1ccc(OC(F)F)cc1	-3.3	-1	-5	-1.8	-1.3	6	10	-7	-0.4
COc1cccc(NC(=O)CN(C)C(=O)c2c(C)nn(-c3ccccc3)c2Cl)c1	-0.1	3	0	-0.1	1.4	-1	-7	-3	-0.5
O=C(Nc1ccccc1)Nc1ccccc1Br	-1.8	-4	2	.	1.1	1	10	9	0.3
Cc1occc1C(=O)N/N=C/c1cccc2ccccc12	-1.4	1	-1	-0.4	-0.5	20	8	9	-1.3
Cc1ccc(NC(=S)N2CCC(NC(=O)c3cccc(F)c3)CC2)cc1	-0.1	1	0	1.4	-0.8	-6	5	-3	-1.3
CCOc1cc(S(=O)(=O)NCCc2cccc(C)c2)c(OCC)cc1-n1cnnn1	-1.8	-2	40*	-0.2	-1.2	-1	6	11	1.1

Additional structures follow.
SMILES	FadD28 FP inh	BoNT F protease	FBA Mtb inh	BioA inh	Mtb UGM inh	GDH-TPI counter	CCHFV vOTU inh	PrPC TRFRET	BoNT A protease
O=C(N/N=C/c1cn(-c2cccs2)nc1-c1ccccc1)c1ccccc1O	-5.7	-1	10	.	-0.3	15	2	6	0.9
O=C(CCS(=O)(=O)c1ccccc1)NNC(=O)COc1ccc(F)cc1	-3.6	3	1	-1.6	1.5	6	-8	-2	0.4
COc1cccc(-c2nc(=S)c3c(o2)CCCC3)c1	-2.0	-4	1	.	-0.6	-2	-3	5	0.2
CCCN1CCN(C(=O)c2ccc(CS(=O)c3ccc(F)cc3)o2)CC1 (stereo not drawn)	-3.1	-2	-1	-1.3	-1.8	-4	-3	2	-1.3
O=C(NC(=S)Nn1cnnc1)c1ccccc1Br	-4.6	-8	2	.	4.9	-17	-9	-3	-0.2
Cc1ccc(C)c(-c2nc3ccc(N)cc3[nH]2)c1	-6.0	-36	189*	-3.2	-0.3	-2	-100	11	0.7
COc1ccccc1NS(=O)(=O)c1cc(NC(=O)C(C)C)ccc1N1CCCCC1	-2.4	0	-4	.	-3.6	-1	0	15	-0.8
CCCCOc1ccc(N(CC(=O)NCc2ccco2)C(=O)CCC(=O)Nc2nccs2)cc1	-0.7	-28	2	-6.6	-1.0	7	-11	-1	-1.7
COc1ccccc1NS(=O)(=O)c1cccc(C(=O)NNC(=O)c2ccc(NC(C)=O)cc2)c1	-1.2	6	1	0.4	1.8	2	2	0	3.1
NC(=O)c1ccsc1NC(=O)c1ccc(S(=O)(=O)N2CCCCC2)cc1	-2.0	-4	2	-0.9	-0.5	20	9	1	-0.5
Cc1nn(C(C)C(=O)NCc2ccc(Cl)cc2)c(=O)c2cc3occc3n12 (stereo not drawn)	-0.1	-6	-1	19	-2.1	3	-5	11	-1.7
COC(=O)/C=C1\N/C(=N/c2nc(C)c3cc(OC)ccc3n2)NC1=O	-5.3	?	1	-3.1	0.8	4	.	.	-0.4
COc1ccc(C(C)=O)cc1CSc1nc2cc(C(=O)O)ccc2c(=O)n1Cc1ccccc1	-3.4	0	0	.	0.6	6	10	4	-0.4
COc1ccc2nc(C)cc(N/N=C/c3cccc(OC)c3O)c2c1	-3.8	-16	0	-4.0	1.2	9	-7	-4	7.3

Screening data: PubChem BioAssay, several laboratories
